High-throughput results as filed in PubChem BioAssay.
HBB splice mod = alters splicing of the hemoglobin beta chain | HBB splicing reporter cell assay, activation; EGFP reporter with mutant IVS2-654 intron; response scale: normalised to 500 nM splice-correcting PNA | Potency, µM (top dose mostly 46.1 µM), for inactives: at the top dose activation, actives largely listed as activators | hit rate 0.06% among 65,000; also: potency is read from the fitted curve at half-maximal effect; 0% is about no effect
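Compounds were applied for 2 days to HeLa EGFP-654 cells, 500/well in Optimem with 2% FCS. The reporter's EGFP is disrupted by mis-splicing of beta-globin intron IVS2-654. Readout: summed well GFP fluorescence from 488 nm laser scanning; reference was 500 nM antisense […] 654 PNA.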
CRE-bla Fsk = modulators of forskolin-stimulated CRE signaling in CHO cells; Potency, µM (doses to about 38.2 µM), without a hit: at the highest dose activity change, negative = inhibition, most hits filed as activators; CHO CRE-bla reporter (cAMP response element driving beta-lactamase), forskolin EC10, beta-lactamase ratio; AID 662; hit rate 2.5% among 71,000; active = well fitted activation curve with a large enough effect in the signal ratio, with a control signal flat, not every such curve was filed as active; inconclusive = small, poorly fitted or top-dose-only effect, or effect the other way, or a change in a side signal; the % refers to the signal ratio; also: potency is read from the fitted curve at half-maximal effect; % of control where 0% means no effect
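CRE-bla CHO reporter cells treated with compound titration plus EC10 NKH 477 (water-soluble forskolin), incubated 3 h at 37 °C; CCF4 loading 2 h at room temperature, 460/530 nm emission ratio read, AC50 values derived for positive or negative modulators.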
HADH2 inh = blocks human hydroxyacyl-CoA dehydrogenase type II; AID 886; Potency, µM (highest dose often 57.1 µM), for the others: at the top dose activity change, negative = inhibition, usual class: inhibitors; recombinant HADH2, NADH fluorescence, beta-hydroxybutyryl-CoA; hit rate 3.4% among 73,000; also: potency is read from the fitted curve at half-maximal effect; % is scaled to controls: 0 for no effect and ±100 for the full control effect; nearly all actives have a fitted effect of over 60% in size; many of its hits are not listed in these tables
Target sequence (Q99714 whole entry, looked up, one chain of several): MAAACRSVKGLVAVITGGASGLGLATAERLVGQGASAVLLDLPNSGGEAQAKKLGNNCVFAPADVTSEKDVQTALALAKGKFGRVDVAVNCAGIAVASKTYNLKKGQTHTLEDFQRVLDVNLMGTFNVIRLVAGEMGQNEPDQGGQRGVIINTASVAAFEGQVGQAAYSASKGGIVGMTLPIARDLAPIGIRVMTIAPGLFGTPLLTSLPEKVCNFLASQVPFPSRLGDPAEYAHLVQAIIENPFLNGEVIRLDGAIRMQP
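NADH fluorescence (ex 360/em 450 nm) read every 30 s for 4 min; activity taken as last-minus-first time point difference. Enzyme 20 nM, NAD+ 1 mM, beta-hydroxybutyryl-CoA 90 uM, pH 9.0 Tris buffer.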
FLuc inh = inhibitors of firefly luciferase. purified firefly luciferase, luminescence, 8 min. Potency, µM (top dose mostly 57.1 µM), without a hit: at the highest dose activity change, negative = inhibition, usual class: inhibitors. hit rate 2.2% among 72,000; also: potency is read from the fitted curve at half-maximal effect; % is scaled to controls: 0 for no effect and ±100 for the full control effect; nearly all actives have a fitted effect of over 40% in size
Target sequence (P08659 whole entry, looked up): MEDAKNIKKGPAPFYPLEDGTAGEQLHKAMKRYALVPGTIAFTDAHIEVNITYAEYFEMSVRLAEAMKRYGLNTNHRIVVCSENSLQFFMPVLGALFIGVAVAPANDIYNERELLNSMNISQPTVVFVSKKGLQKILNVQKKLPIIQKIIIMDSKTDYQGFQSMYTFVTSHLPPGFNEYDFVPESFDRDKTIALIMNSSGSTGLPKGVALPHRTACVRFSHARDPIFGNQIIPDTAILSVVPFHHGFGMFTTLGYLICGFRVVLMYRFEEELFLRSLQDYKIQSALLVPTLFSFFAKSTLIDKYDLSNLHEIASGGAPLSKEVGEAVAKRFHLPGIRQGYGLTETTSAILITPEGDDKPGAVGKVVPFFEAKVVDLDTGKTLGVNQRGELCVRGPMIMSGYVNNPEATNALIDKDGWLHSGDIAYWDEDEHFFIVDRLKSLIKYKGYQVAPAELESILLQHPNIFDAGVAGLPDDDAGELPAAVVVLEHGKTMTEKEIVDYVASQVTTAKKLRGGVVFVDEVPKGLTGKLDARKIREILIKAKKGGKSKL
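Luminescence read-out after 8 min at room temperature; enzyme reaction used luciferin plus 10 uM ATP (linear range) in imidazole buffer pH 7.2 with KCl, MgCl2, Tween 20 and BSA. Each sample was run as a titration.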
ERK AVP inh = inhibitors of vasopressin-stimulated ERK signaling pathway; Potency, µM (highest dose often 57.5 µM), for inactives: at the top dose activity, negative = inhibition, most hits filed as inhibitors; hit rate 0.99% among 72,000; HEK293-V1b, vasopressin-stimulated pERK AlphaScreen; AID 995; also: potency is read from the fitted curve at half-maximal effect; % is scaled to controls: 0 for no effect and ±100 for the full control effect; nearly all actives have a fitted effect of over 55% in size
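Phosphorylated ERK1/2 detected via AlphaScreen bead proximity in lysates of V1b-expressing HEK293 cells given 25 nM vasopressin for 5 min after 30 min compound exposure (37 °C). AC50 from Hill equation; basal DMSO 0%, vasopressin 100%.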
ALOX15 inhib = 15-hLO (ALOX15) enzyme inhibition | Potency, µM (series often up to 57.1 µM), inactives show top-dose activity change, negative = inhibition, most hits filed as inhibitors | AID 887 | purified 15hLO-1, xylenol orange hydroperoxide absorbance | P16050 | hit rate 1.4% among 74,000; also: potency is read from the fitted curve at half-maximal effect; % is scaled to controls: 0 for no effect and ±100 for the full control effect; nearly all actives have a fitted effect of over 55% in size
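Quantitative HTS in 25 mM Hepes pH 7.5 containing 0.01% Triton X-100: human 15hLO-1 at 40 nM, arachidonic acid at 50 uM, 6 min turnover. Product quantified via ferrous oxidation/xylenol orange, 573:405 nm absorbance ratio.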
Hsp90 Hop PPI = changes Hsp90-Hop TPR2A binding signal, up or down; Potency, µM (series often up to 57 µM), for inactives: top-dose activity change, negative = inhibition; AlphaScreen TPR2A-His6 binding biotin-Hsp90 C-terminal peptide; hit rate 0.44% among 71,000; active = well fitted curve in either direction with a large enough effect; inconclusive = small, poorly fitted or top-dose-only effect, or another doubt; also: potency is read from the fitted curve at half-maximal effect; % is scaled to controls: 0 for no effect and ±100 for the full control effect; many of its hits are not listed in these tables
TexasRed autofl = compounds fluorescent in Texas Red spectral region. Compound fluorescence, Texas Red channel, 547/618 nm; stronger effect = higher value. max dye-equivalent concentration, M. hit rate 0.06% among 59,000; in the data active = max dye-equivalent concentration above about 10 nM; inconclusive = between about 1.1 nM and that limit
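Fluorescence at ex 547/em 618 nm, normalized against an on-plate Texas Red standard series to give dye-equivalent concentration per compound concentration. Buffer 100 mM Tris, pH 8.0; 15 min RT incubation before CCD imaging.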
Rhodamine fluor = compound fluoresces in the rhodamine spectral region; hit rate 0.05% among 59,000; Rhodamine-region fluorescence, 547/598 nm, Tris buffer; stronger effect = higher value; max dye-equivalent concentration, M; in the data active = max dye-equivalent concentration above about 11 nM; inconclusive = between about 1.1 nM and that limit
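Read-out is relative fluorescence at 547 nm excitation and 598 nm emission, expressed as dye-equivalent concentration using rhodamine standards on every plate. Each compound was profiled across a concentration series after 15 min in 100 mM Tris, pH 8.0.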
Tau filament bind = tau filament binding; recombinant tau filaments, thioflavin S fluorescence, 15 h; filaments grown with octadecylsulfate alongside compound; AID 596; hit rate 2% among 71,000; P10636; Potency, µM (doses to about 57.1 µM), for the others: at the top dose activity change, negative = inhibition;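 also: potency is read from the fitted curve at half-maximal effect; % is scaled to controls: 0 for no effect and ±100 for the full control effect; actives lower thioflavin S fluorescence by blocking filaments or displacing dye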
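Recombinant tau protein (human, 1 uM final) plus 30 uM ODS in HEPES pH 7.4 with NaCl, DTT and thioflavine S. Compound present from the start; fluorescence at 510 nm after 15 h, 37 C.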
DNA Pol III inh = inhibitors of bacterial DNA polymerase III holoenzyme; reconstituted DNA polymerase III holoenzyme replication, biochemical; Potency, µM (top dose mostly 57.1 µM), inactives show at the top dose activity change, negative = inhibition; hit rate 0.25% among 71,000; AID 603; also: potency is read from the fitted curve at half-maximal effect; % is scaled to controls: 0 for no effect and ±100 for the full control effect
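Reconstituted *E. coli* holoenzyme (0.35 nM Pol III, 1 nM beta, 154 nM SSB, 2 nM primase) was preincubated with compound for 15 min at RT. Synthesis on 1.4 nM ssM13Gori ran 35 min, then was stopped with PicoGreen/EDTA and read as dsDNA fluorescence.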
Starred values were filed as active, the others as inactive; [ ] = remark or other dose. Unless noted, calls follow the shape of the dose curve; as a rule, active = well fitted curve in the direction sought with a large enough effect; inconclusive = small, poorly fitted or top-dose-only effect, or another doubt; inactive = no such curve, though single readings can be large; an effect the other way counts as inactive or inconclusive. Some of the compounds tested. The share of hits here may be higher or lower than overall.

For CC(C)C(NC(=O)C1CCCCC1)C(=O)N1CCN(c2ccc(F)cc2)CC1 (stereo not given) the results were HBB splice mod -2.0%[57.5 µM], CRE-bla Fsk -15%, HADH2 inh 2%, FLuc inh 1%, ERK AVP inh 1%, ALOX15 inhib -26%, Hsp90 Hop PPI -11%, TexasRed autofl inactive, Rhodamine fluor inactive, Tau filament bind -26% and DNA Pol III inh 4%.
For CCN1CCN(C(=O)c2ccccc2N(Cc2ccccc2)S(C)(=O)=O)CC1 the results were HBB splice mod 0.2%, CRE-bla Fsk -3%, HADH2 inh -7%, FLuc inh 2%, ERK AVP inh -5%, ALOX15 inhib -13%, Hsp90 Hop PPI 0%, TexasRed autofl inactive, Rhodamine fluor inactive, Tau filament bind 0% and DNA Pol III inh -1%.
`COc1ccccc1NC(=O)c1ccccc1NS(C)(=O)=O` gave HBB splice mod -1.8%, CRE-bla Fsk 2µM*, HADH2 inh 10%, FLuc inh 0%, ERK AVP inh 7%, ALOX15 inhib -5%, Hsp90 Hop PPI inconclusive, TexasRed autofl inactive, Rhodamine fluor inactive, Tau filament bind -16% and DNA Pol III inh 2%.
`O=C1c2ccccc2C(Nc2ccc(Cl)cn2)N1c1cccnc1` (stereo not given) gave HBB splice mod -0.9%, CRE-bla Fsk 8%, HADH2 inh -1%, FLuc inh 1%, ERK AVP inh -13%, ALOX15 inhib -9%, Hsp90 Hop PPI -3%[2.3 µM], Tau filament bind 5% and DNA Pol III inh 2%.
O=C(O)c1ccccc1C(=O)N1CC=C(c2ccccc2)CC1 was read as HBB splice mod -1.6%, CRE-bla Fsk inconclusive, HADH2 inh 3%, FLuc inh 2%, ERK AVP inh -6%, ALOX15 inhib -7%, Hsp90 Hop PPI 8%, TexasRed autofl inconclusive, Rhodamine fluor inactive, Tau filament bind -15% and DNA Pol III inh 1%.
For O=C(O)CCc1nc2ccccc2n(CCc2ccccc2)c1=O the results were HBB splice mod -8.1%, CRE-bla Fsk inconclusive, HADH2 inh -6%, FLuc inh 3%, ERK AVP inh -15%, ALOX15 inhib 6%, Hsp90 Hop PPI -2%, TexasRed autofl inactive, Rhodamine fluor inactive, Tau filament bind -21% and DNA Pol III inh -3%.
Cc1cc(C)n(CCc2nc3c4ccccc4nc(SCc4ccc(C#N)cc4)n3n2)n1 was read as HBB splice mod -3.4%, CRE-bla Fsk inconclusive, HADH2 inh 6%, FLuc inh 0%, ERK AVP inh 35%, ALOX15 inhib 5%, Hsp90 Hop PPI -1%, TexasRed autofl inactive, Rhodamine fluor inactive, Tau filament bind 8% and DNA Pol III inh -2%.
`Cc1ccc(C2(C)NC(=O)N(CC(=O)Nc3ccc4c(c3)OCO4)C2=O)cc1` (stereo not given) gave HBB splice mod -0.1%[57.5 µM], CRE-bla Fsk -2%, HADH2 inh 10%, FLuc inh 1%, ERK AVP inh 20%, ALOX15 inhib -1%, Hsp90 Hop PPI 0%, TexasRed autofl inconclusive, Rhodamine fluor inactive, Tau filament bind -1% and DNA Pol III inh -7%.
Screening Cc1ccc(-n2c(SCC(=O)OC(C)C)nnc2-c2ccncc2)cc1 returned HBB splice mod -0.6%, CRE-bla Fsk 9%, HADH2 inh inconclusive, FLuc inh 2%, ERK AVP inh 16%, ALOX15 inhib inconclusive, Hsp90 Hop PPI -5%, TexasRed autofl inactive, Rhodamine fluor inactive, Tau filament bind -3% and DNA Pol III inh -3%.
For N#Cc1cc2[nH]c(=O)c(=O)[nH]c2cc1[N+](=O)[O-] the results were CRE-bla Fsk -12%, HADH2 inh -19%, FLuc inh -2%, ERK AVP inh -1%, ALOX15 inhib inconclusive, Hsp90 Hop PPI -11%, Tau filament bind inconclusive and DNA Pol III inh -2%.
`CCOc1ccc(NC(=O)c2nccnc2CO)cc1` gave HBB splice mod 2.5%, CRE-bla Fsk 0%, HADH2 inh 1%, FLuc inh 16µM*, ERK AVP inh -2%, ALOX15 inhib 9%, Hsp90 Hop PPI -3%, TexasRed autofl inactive, Rhodamine fluor inactive, Tau filament bind 6% and DNA Pol III inh -4%.
`O=C(Nc1cccc2cccnc12)[C@@H]1[C@@H](C(=O)O)[C@H]2CC[C@@H]1O2` gave HBB splice mod 0.9%[9.22 µM], CRE-bla Fsk -4%[7.6 µM], HADH2 inh 3%[11.4 µM], FLuc inh 4%[11.4 µM], ERK AVP inh -9%[11.5 µM], ALOX15 inhib 13%[11.4 µM], Hsp90 Hop PPI 5%[11 µM], TexasRed autofl inactive, Rhodamine fluor inactive, Tau filament bind 3%[11.4 µM] and DNA Pol III inh -8%[11.4 µM].
For CCOC(=O)C1=C(C)OC(N)=C(C#N)C1c1ccsc1 (stereo not given) the results were HBB splice mod -1.7%, CRE-bla Fsk -8%, HADH2 inh inconclusive, FLuc inh 2%, ERK AVP inh -16%, ALOX15 inhib -9%, Hsp90 Hop PPI -3%, TexasRed autofl inconclusive, Rhodamine fluor inactive, Tau filament bind 25% and DNA Pol III inh 2%.
Screening CCC(C)(C)n1nnnc1C(c1ccc(C)cc1)N1CCN(Cc2cccnc2)CC1 (stereo not given) returned HBB splice mod 0.2%[57.5 µM], CRE-bla Fsk -3%, HADH2 inh 3%, FLuc inh 0%, ERK AVP inh -10%, ALOX15 inhib -6%, Hsp90 Hop PPI -2%, TexasRed autofl inactive, Rhodamine fluor inactive, Tau filament bind 11% and DNA Pol III inh 0%.
For COc1cccc(C(=O)N2CCN(C3CCC(c4ccccc4)CC3)CC2)c1 (stereo not given) the results were HBB splice mod -0.5%, CRE-bla Fsk -2%, HADH2 inh -1%, FLuc inh 0%, ERK AVP inh 7%, ALOX15 inhib -21%, Hsp90 Hop PPI -2%, TexasRed autofl inactive, Rhodamine fluor inactive, Tau filament bind 11% and DNA Pol III inh -7%.
CN1CCN(c2oc(-c3cccs3)nc2S(=O)(=O)c2ccccc2)CC1 was read as HBB splice mod -0.1%, CRE-bla Fsk -2%, HADH2 inh -6%, FLuc inh 1%, ERK AVP inh -15%, ALOX15 inhib -11%, Hsp90 Hop PPI -7%, TexasRed autofl inactive, Rhodamine fluor inactive, Tau filament bind 3% and DNA Pol III inh 3%.
Screening CCOc1ccc(N2C(=O)c3cccnc3C2=O)cc1 returned HBB splice mod 0.8%, CRE-bla Fsk -7%, HADH2 inh 1%, FLuc inh -3%, ERK AVP inh 0%, ALOX15 inhib 3%, Hsp90 Hop PPI -24%, TexasRed autofl inactive, Rhodamine fluor inactive, Tau filament bind 11% and DNA Pol III inh -8%.
CC(=O)OC[C@@H]1O[C@@H](O/N=C2/C[C@@H](O)[C@@H](O)[C@@H]3[C@@H]4C(=O)N(Cc5ccc6c(c5)OCO6)C(=O)[C@H]4CC[C@H]23)[C@H](OC(C)=O)[C@H](OC(C)=O)[C@@H]1OC(C)=O was read as HBB splice mod 2.8%[9.22 µM], HADH2 inh -5%[11.4 µM], FLuc inh 1%[11.4 µM], ERK AVP inh 17%[11.5 µM] and ALOX15 inhib 6%[11.4 µM].
Screening CC1=CCC2C(=O)N(c3nc(C)cc(C)n3)C(=O)C2C1 (stereo not given) returned CRE-bla Fsk -2%, HADH2 inh 0%, FLuc inh 2%, ERK AVP inh -11%, ALOX15 inhib 7%, Hsp90 Hop PPI 0%, TexasRed autofl inactive, Rhodamine fluor inactive, Tau filament bind 3% and DNA Pol III inh -1%.
Cc1ccc2nc(NC(=O)CCNS(=O)(=O)c3cccs3)sc2c1 was read as HBB splice mod -0.4%, CRE-bla Fsk -7%, HADH2 inh -6%, FLuc inh inconclusive, ERK AVP inh -11%, ALOX15 inhib 0%, Hsp90 Hop PPI -2%, TexasRed autofl inactive, Rhodamine fluor inactive, Tau filament bind 12% and DNA Pol III inh -1%.
`CCOC(=O)Cn1cc(C(=O)c2ccco2)c2ccccc21` gave CRE-bla Fsk 3%, HADH2 inh -1%, FLuc inh -7%, ERK AVP inh 1%, ALOX15 inhib 4%, Hsp90 Hop PPI 2%, TexasRed autofl inconclusive, Rhodamine fluor inactive, Tau filament bind 7% and DNA Pol III inh -1%.
OC[C@@H]1O[C@H](n2cnc3c(/C=C(\O)c4ccccc4)ncnc32)[C@H](O)[C@@H]1O was read as HBB splice mod 9.5%[9.22 µM], CRE-bla Fsk 11%[7.6 µM], HADH2 inh 15%[11.4 µM], FLuc inh -2%[11.4 µM], ERK AVP inh 16%[11.5 µM], ALOX15 inhib -6%[11.4 µM], Hsp90 Hop PPI inconclusive, TexasRed autofl inactive, Rhodamine fluor inactive, Tau filament bind 0%[11.4 µM] and DNA Pol III inh 8%[11.4 µM].
